# Compound activity from PubChem BioAssay.
# BaF3 tox = reduces parental Ba/F3 cell viability, JAK2V617F counter-screen. inhibition, % at 5.6 µM. 220,000 compounds, 1.1% hits. CellTiter-Glo ATP luminescence;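 active means inhibition above a per-campaign cutoff, the mean inhibition of all tested compounds plus 3 SD, cut at about 27% in these data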;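 further: 0% = DMSO wells and 100% = JAK Inhibitor I control wells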
# Runt-CBFb FRET = Runt domain-CBFb interaction inhibition; Q01196+Q13951; Cerulean-Runt/Venus-CBFb FRET ratio 530/480, 1 h; inhibition, % at 20 µM; 220,000 compounds, 0.46% hits; AID 1496;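 active means inhibition over about 50% at 20 µM in the single-dose screen, limit read from the data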;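 further: 0% = DMSO wells and 100% = excess unlabeled CBFb competitor control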
# Target sequence (Q01196 whole entry, looked up, the tested form may be a part): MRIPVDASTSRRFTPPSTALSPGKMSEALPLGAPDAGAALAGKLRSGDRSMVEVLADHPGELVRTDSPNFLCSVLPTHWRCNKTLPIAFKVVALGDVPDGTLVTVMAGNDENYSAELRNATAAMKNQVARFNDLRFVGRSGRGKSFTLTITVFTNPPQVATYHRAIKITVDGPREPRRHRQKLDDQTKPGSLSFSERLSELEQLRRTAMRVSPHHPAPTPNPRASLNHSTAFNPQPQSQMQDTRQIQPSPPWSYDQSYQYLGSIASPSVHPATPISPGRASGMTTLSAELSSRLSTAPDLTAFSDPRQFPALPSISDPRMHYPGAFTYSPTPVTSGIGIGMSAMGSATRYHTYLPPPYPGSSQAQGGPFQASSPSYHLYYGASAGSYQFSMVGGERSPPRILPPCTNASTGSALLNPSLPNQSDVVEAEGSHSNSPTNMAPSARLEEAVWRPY
# Target sequence (Q13951 whole entry, looked up, the tested form may be a part): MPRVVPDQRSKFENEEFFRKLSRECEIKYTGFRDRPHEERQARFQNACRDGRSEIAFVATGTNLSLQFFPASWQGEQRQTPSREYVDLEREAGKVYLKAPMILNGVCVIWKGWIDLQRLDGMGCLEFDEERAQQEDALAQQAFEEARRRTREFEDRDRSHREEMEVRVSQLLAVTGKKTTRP
#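 Buffer or medium: Tris pH 7.5 buffer with BSA. Assay system: Cerulean-labeled Runt domain protein. Amount: each fluorescent fusion protein 100 nM. Read-out basis: loss of energy transfer signal. Incubation: 1 h compound exposure, room temperature. Probe or stimulus: Venus-CBFb binding partner, 100 nM. Detection: FRET, excitation 422 nm, emission at 530 and 480 nm.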
# NPY-Y1 PAM-ag = potentiates or activates human NPY-Y1 receptor. NPY-Y1 expressing cells, potentiator/agonist activation. 220,000 compounds, 0.37% hits. activation, % at 3.6 µM. AID 1304; in the data active means activation above about 33%, passing the limit was not always enough;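 further: cells stimulated with NPY at EC10 then isoproterenol at EC100; 0% = low agonist plus stimulus and 100% = saturating agonist plus stimulus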
# S1P4 antagonist = antagonists of human S1P4 receptor; O95977; 220,000 compounds, 0.26% hits; inhibition, % at 4.98 µM; S1P4-expressing cells, antagonist mode, reporter read-out; in the data active means inhibition above about 29%;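 further: 0% = wells stimulated with agonist and 100% = vehicle wells without agonist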
# NPY2 pot ag = potentiators or agonists of human neuropeptide Y receptor Y2. cells expressing NPY-Y2, potentiator/agonist read-out. activation, % at 3.6 µM. 220,000 compounds, 0.45% hits. AID 1359; in the data active means activation above about 27%;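 further: cells stimulated with NPY near EC25 plus isoproterenol at EC100; 0% = vehicle plus submaximal agonist and 100% = vehicle plus saturating agonist; some results beyond the cut were filed as inactive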
# Target sequence (P49146 whole entry, looked up): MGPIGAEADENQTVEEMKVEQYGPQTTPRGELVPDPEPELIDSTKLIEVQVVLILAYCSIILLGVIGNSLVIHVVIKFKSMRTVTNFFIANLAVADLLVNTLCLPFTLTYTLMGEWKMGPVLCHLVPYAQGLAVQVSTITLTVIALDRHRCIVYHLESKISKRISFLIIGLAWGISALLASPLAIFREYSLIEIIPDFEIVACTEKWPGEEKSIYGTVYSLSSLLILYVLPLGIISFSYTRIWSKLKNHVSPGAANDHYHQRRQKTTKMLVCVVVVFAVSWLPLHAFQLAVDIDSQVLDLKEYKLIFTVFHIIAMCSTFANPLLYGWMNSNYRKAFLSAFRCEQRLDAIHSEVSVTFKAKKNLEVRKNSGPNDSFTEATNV
# S1P4 ag = agonists of human S1P4 receptor; activation, % at 4.98 µM; O95977; AID 1509; 220,000 compounds, 0.35% hits; S1P4-expressing cell line, agonist reporter assay; in the data active means activation above about 11%;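 further: 0% = DMSO vehicle and 100% = reference agonist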
# RBBP9 inh = human RBBP9 hydrolase inhibition; O75884; recombinant RBBP9, FP-Rh probe fluorescence polarization; 220,000 compounds, 0.2% hits; inhibition, % at 7.94 µM; AID 1515;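 active means inhibition above the campaign mean of all tested compounds plus 3 SD, cut at about 14% in these data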;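 further: plate controls were DMSO wells with RBBP9 for no effect and wells lacking RBBP9 protein for full effect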
#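 Material: RBBP9 protein. Amount: RBBP9 at 2.5 µM in dispensed solution, before mixing. Schedule: 30 min then 45 min, 25 °C. Medium: Tris buffer pH 8.0, NaCl, Pluronic. Measured by: fluorescence polarization. Measure: percent inhibition from mP, scaled between DMSO and no-protein wells. Replication: one well per compound.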
# NPY Y1 blocker = blocks the human neuropeptide Y Y1 receptor | P25929 | HEK293-CNG Y1 cells, membrane potential fluorescence; NPY at EC95, then isoproterenol | inhibition, % at 3.6 µM | 200,000 compounds, 1% hits | AID 1040;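 active means inhibition above the campaign mean inhibition of all tested compounds plus 3 SD, cut at about 20% in these data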;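 further: 0% = DMSO wells given NPY plus isoproterenol and 100% = isoproterenol alone without NPY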
#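 Material: HEK293 cells with Y1 receptor plus CNG channel; times: compound incubation 1 h at room temperature, readout 45 min post-stimulation; signal: fluorescence, membrane potential probe; read-out basis: fluorescence ratio normalized to % inhibition between controls; benchmarks: full-block control isoproterenol-only wells, zero-block control NPY plus isoproterenol wells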
# Ba/F3 V617F tox = lowers viability of Ba/F3 cells expressing EpoR and JAK2V617F; ATP luminescence; inhibition, % at 5.6 µM; 220,000 compounds, 1.1% hits;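 active means inhibition above the campaign mean plus 3 SD over all tested compounds, cut at about 24% in these data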;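 further: cytokine-independent growth of Ba/F3 cells driven by EpoR plus mutant JAK2; 0% = DMSO-treated cells and 100% = JAK inhibitor I control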
# * = called active by the depositor; x = no result given.
cpd	SMILES	BaF3 tox	Runt-CBFb FRET	NPY-Y1 PAM-ag	S1P4 antagonist	NPY2 pot ag	S1P4 ag	RBBP9 inh	NPY Y1 blocker	Ba/F3 V617F tox
1	Cc1cc(=O)[nH]c(SCC(=O)Nc2ncc(S(=O)(=O)c3ccc([N+](=O)[O-])cc3)s2)n1	9	3	-4	0	-6	-1.1	1	0	2
2	CCCc1cc(=O)[nH]c(/N=C(\N)Nc2ccccc2)n1	7	-1	-20	-16	-4	0.0	-7	12	3
3	Cc1nnc(SCC(=O)N2CCN(S(=O)(=O)c3ccccc3)CC2)s1	5	-1	17	-30	18	2.9	0	-1	-4
4	O=c1cccccc1NN=C1CCCCC1	-4	27	1	19	-4	0.8	-2	x	-3
5	Cn1[nH]c(=O)c(Cl)c(Cl)c1=O	5	2	-1	7	-4	-5.0	-9	2	-4
6	Cc1ccc2c(c1)CC1(CN2C)C(=O)OC2(CCCCC2)OC1=O	1	-4	-14	-28	0	1.8	1	-3	-2
7	CC(C)Cc1nc2sc3c(=O)[nH]cnc3c2c2c1CCCC2	10	-2	-7	0	5	1.2	-7	4	2
8	COC(=O)CCC/C=C1/SCC(NC(=O)c2ccccc2)C1NC(C)=O (configuration not stated)	3	1	11	-8	-5	-0.8	-1	-2	0
9	COC(=O)Cn1c2ccc(Cl)cc2c2nc(C)sc21	-2	1	24	5	-5	2.7	-8	x	-3
10	COc1cc2c(=O)n(Cc3ccccc3)c(=O)n(CC(=O)NCC3CCCO3)c2cc1OC (configuration not stated)	0	0	5	-16	3	0.1	-12	-1	-3
11	CCC1Nc2ccccc2-c2nnc(SC)nc2O1 (configuration not stated)	0	1	6	12	18	-1.3	-10	0	-3
12	CCC(C)N(C)C1CCN(C(=S)Nc2cccc(OC)c2)CC1 (configuration not stated)	2	1	0	-3	82*	1.0	-4	-2	-1
13	Cc1nnc(SCC(=O)Nc2sccc2C(N)=O)n1Cc1ccccc1	1	-1	2	-2	-10	3.6	2	-8	3
14	CCn1c(SCc2ccc(C)cc2)nnc1-c1nn(-c2ccccc2)ccc1=O	4	0	0	-8	-3	-0.4	2	4	-2
15	Fc1ccc(Nc2ccc3ccccc3n2)c(F)c1	1	1	-3	-19	-5	-2.0	-6	5	5
16	O=C(Cc1n[nH]c(=O)[nH]c1=O)N/N=C/c1cccc(O)c1	-1	2	-20	-4	0	0.2	-6	5	-5
17	CCOC(=O)c1c(C)[nH]c(C(=O)COC(=O)c2oc3ccccc3c2C)c1C	5	-2	5	7	0	-0.6	-9	4	0
18	O=C(CSCc1ccc(F)cc1)NCc1ccc(F)cc1	8	-1	-14	-7	-9	-4.2	-1	0	6
19	CC(NS(=O)(=O)c1ccc2[nH]c(=O)c(=O)[nH]c2c1)C(=O)O (configuration not stated)	7	2	5	-8	-12	-0.5	-5	0	2
20	Cc1oc(-c2cccc(C(F)(F)F)c2)nc1CN1CCC[C@H]1CO	6	-1	18	2	2	0.1	-3	0	-2

# Reprinted: compounds 18–20
cpd	SMILES	BaF3 tox	Runt-CBFb FRET	NPY-Y1 PAM-ag	S1P4 antagonist	NPY2 pot ag	S1P4 ag	RBBP9 inh	NPY Y1 blocker	Ba/F3 V617F tox
18	O=C(CSCc1ccc(F)cc1)NCc1ccc(F)cc1	8	-1	-14	-7	-9	-4.2	-1	0	6
19	CC(NS(=O)(=O)c1ccc2[nH]c(=O)c(=O)[nH]c2c1)C(=O)O (configuration not stated)	7	2	5	-8	-12	-0.5	-5	0	2
20	Cc1oc(-c2cccc(C(F)(F)F)c2)nc1CN1CCC[C@H]1CO	6	-1	18	2	2	0.1	-3	0	-2

# Other records
cpd	SMILES	BaF3 tox	Runt-CBFb FRET	NPY-Y1 PAM-ag	S1P4 antagonist	NPY2 pot ag	S1P4 ag	RBBP9 inh	NPY Y1 blocker	Ba/F3 V617F tox
21	Cc1ccc(S(=O)(=O)N2CC(O)CC2C(=O)NCc2ccc3c(c2)OCO3)cc1 (configuration not stated)	-3	0	-2	-1	5	0.5	-5	2	-3
22	Cn1c(=O)c2cc(NC(=O)c3ccccc3Cl)c(=O)oc2n(C)c1=O	3	-2	12	-22	2	1.0	-6	1	-1
23	O=C(COc1ccc(Cl)cc1Cl)NC(=S)Nc1ccc(CN2CCOCC2)cc1	0	-2	-18	-9	7	2.3	-1	x	0
24	CCOc1ccc(Nc2nc(N)nc(CSC(=S)N3CCOCC3)n2)cc1	1	0	24	-5	10	0.4	-1	x	-2
25	COc1ccc(Cl)cc1-n1c(C)ccc1C	5	0	11	-9	18	0.4	-3	-3	-1
26	Cc1ccnc(N2CCCC(C(=O)Nc3cc(F)ccc3C)C2)n1 (configuration not stated)	2	0	1	8	-3	2.4	-2	-6	-1
27	CCC(=O)Nc1nc2c(c(=O)[nH]1)CCCC2	8	0	11	-15	5	0.7	-5	-2	0
28	COc1ccc(OC)c(NC(=O)CSc2nnc(CNC(=O)COc3ccc(Cl)cc3)o2)c1	5	-4	14	-4	4	0.4	2	-2	3
29	Cc1nn(C(=O)c2cccs2)c(N)c1-c1ccccc1	5	-1	1	1	13	-0.7	-5	-2	-1
30	COc1ccccc1CN1C[C@@H]2C[C@@H](c3ccc4nsnc4c3)N3CCC[C@@]23C1=O	5	-2	-14	3	-9	0.5	3	7	1
31	O=C(CSc1nnc(C2CC2)n1Cc1ccccc1)Nc1cccnc1Cl	5	-1	-7	-23	-2	0.2	-2	2	1
32	COc1cccc(COCC(O)Cn2cnc3cc(C)c(C)cc32)c1 (configuration not stated)	13	-2	-11	-3	-5	-2.5	-1	4	6
33	O=C(Nc1ccccc1)N(CCCN1CCOCC1)Cc1cccs1	1	3	6	-19	9	-1.3	-4	1	-2
34	COc1cc(C(=O)NCC(=O)N/N=C/c2cccc(OC(=O)c3ccco3)c2)cc(OC)c1OC	1	-4	-4	6	-7	1.0	-3	2	-3
35	COC(=O)c1cccnc1NC(=S)NNC(=O)c1ccccc1	2	3	7	-4	-1	-1.3	-9	-6	-4
36	S=C1NCCOCCNC(=S)NCCOCCOCCN1	6	2	6	-23	3	0.7	-3	2	-2
37	COc1ccc(-c2noc(-c3ccoc3C)n2)cc1OC	4	x	-4	7	-2	0.3	-10	4	3
38	CC(NC(=O)COC(=O)Cc1ccccc1[N+](=O)[O-])c1ccccc1 (configuration not stated)	0	-2	2	-7	-3	-1.4	-10	5	3
39	COc1cc(NC(=O)c2ccc(C(C)(C)C)cc2)c(OC)cc1NC(=O)CN1CCCCC1	5	-6	11	9	-3	-0.2	3	-3	-4
40	COc1ccccc1NC(=O)CSCC(N)=O	8	-3	-1	-20	-4	0.3	-3	-2	3
41	Cc1cc(C(=O)NN=C2C3CC4CC(C3)CC2C4)c2ccccc2n1	2	-1	22	-13	1	1.2	15*	3	-3
42	C/C(=N\NC(=O)CN1CCOCC1)C(C)(C)C	1	1	19	-17	4	-2.5	-4	5	0
43	O=C(Nc1nnc(-c2ccco2)o1)C1CC1	6	0	20	-8	10	1.1	-3	0	-2
44	O=C(NC1(N2CCOCC2)CC1)c1ccc(Cl)cc1	-2	0	6	-1	-18	-1.2	-1	x	-2
45	CCOc1ccc(OCC)c(NC(=O)CN(C)S(=O)(=O)c2ccc3nc(C)sc3c2)c1	6	-5	-30	0	-14	3.5	-2	4	4
46	CCOC(=O)CSc1nnc(NC(=O)c2cccc(S(=O)(=O)N3CCCC3)c2)s1	6	-1	-11	-3	11	2.6	8	-15	2
47	CCC(C)Sc1nc2c(c(=O)[nH]c(=O)n2C)n1CC(O)COc1cccc2ccccc12 (configuration not stated)	7	-1	2	-5	10	0.2	-4	1	2
48	Cc1cccc(NC(=O)CN2C(=O)S/C(=C\c3cccn3-c3cccc(C(=O)O)c3)C2=O)c1	7	-1	-3	-8	1	-0.3	-9	17	2
49	Cc1cc(NC(=O)CSc2ccc3nnc(-c4ccccn4)n3n2)no1	-1	0	4	-25	9	-1.1	1	-2	-2
50	COc1ccc(N2C(=O)CCC(C(=O)NCc3ccccn3)C2c2ccc(OC)c(OC)c2)cc1 (configuration not stated)	9	2	-9	7	-12	0.6	-6	1	0
51	Cc1sc(-c2ccccn2)nc1OC(=O)c1ccc(Cl)cc1	-1	-5	-17	1	3	0.3	-8	13	-2
52	CCc1cccc2c(C(=O)C(F)(F)F)cn(CC(=O)NCC3CCCO3)c12 (configuration not stated)	-1	-1	10	7	4	0.2	-2	6	0
53	Cc1ccc(O)c(C=Nc2cc(C)ccc2O)c1	4	8	24	-7	1	-1.6	11	-3	-5
54	Cc1ccc(NC(=S)N(CCCN2CCCC2)Cc2cccn2Cc2ccc(Cl)cc2)cc1	12	0	1	-4	-24	0.1	-5	1	17
55	Cc1cc(C(=O)OCC(=O)N2C(C)CCCC2C)c(C)o1 (configuration not stated)	2	x	15	-5	7	0.4	-7	-2	-3
56	Cc1nnc2n1NC(c1ccc(Cl)cc1)C(C(=O)N(C)C1CCCCC1)S2 (configuration not stated)	6	-1	1	-22	-4	0.8	-2	0	-4
57	CCC(C)NS(=O)(=O)c1ccc(OCC(=O)NCc2ccccn2)cc1 (configuration not stated)	-1	3	0	-4	1	0.0	-2	0	-2
58	CC(=O)NCCc1c[nH]c2ccc(OCC(O)CNC(C)(C)C)cc12 (configuration not stated)	2	2	81*	-24	57*	0.1	-2	x	-4
59	CCOC(=O)Nc1sc2nc(C)cc(C)c2c1-n1cccc1	3	0	-4	-12	-8	1.3	-7	5	3

# Along the list, from the results shown.
# Entries 47–56 in S1P4 ag read 0.2, -0.3, -1.1, 0.6, 0.3, 0.2, -1.6, 0.1, 0.4, 0.8
# Entries 47–56 in NPY2 pot ag read 10, 1, 9, -12, 3, 4, 1, -24, 7, -4

# One compound at a time, as listed above. Screens in order: BaF3 tox | Runt-CBFb FRET | NPY-Y1 PAM-ag | S1P4 antagonist | NPY2 pot ag | S1P4 ag | RBBP9 inh | NPY Y1 blocker | Ba/F3 V617F tox
# `COc1cc2c(=O)n(Cc3ccccc3)c(=O)n(CC(=O)NCC3CCCO3)c2cc1OC` (configuration not stated) across the screens: 0 | 0 | 5 | -16 | 3 | 0.1 | -12 | -1 | -3
# `CCC(=O)Nc1nc2c(c(=O)[nH]1)CCCC2` across the screens: 8 | 0 | 11 | -15 | 5 | 0.7 | -5 | -2 | 0
